Source: PubChem BioAssay
POLI inh: DNA polymerase iota (human) inhibition; Pol iota fluorescent replication assay, 10 min; 1% of 390,000 active; Q9UNA4; Potency, µM (titrated, usually from 115 µM), without a hit: at the top dose activity, negative = inhibition, hits mostly inhibitors; AID 588590; note: potency is the fitted concentration of half-maximal effect
Target sequence (Q9UNA4 whole entry, looked up): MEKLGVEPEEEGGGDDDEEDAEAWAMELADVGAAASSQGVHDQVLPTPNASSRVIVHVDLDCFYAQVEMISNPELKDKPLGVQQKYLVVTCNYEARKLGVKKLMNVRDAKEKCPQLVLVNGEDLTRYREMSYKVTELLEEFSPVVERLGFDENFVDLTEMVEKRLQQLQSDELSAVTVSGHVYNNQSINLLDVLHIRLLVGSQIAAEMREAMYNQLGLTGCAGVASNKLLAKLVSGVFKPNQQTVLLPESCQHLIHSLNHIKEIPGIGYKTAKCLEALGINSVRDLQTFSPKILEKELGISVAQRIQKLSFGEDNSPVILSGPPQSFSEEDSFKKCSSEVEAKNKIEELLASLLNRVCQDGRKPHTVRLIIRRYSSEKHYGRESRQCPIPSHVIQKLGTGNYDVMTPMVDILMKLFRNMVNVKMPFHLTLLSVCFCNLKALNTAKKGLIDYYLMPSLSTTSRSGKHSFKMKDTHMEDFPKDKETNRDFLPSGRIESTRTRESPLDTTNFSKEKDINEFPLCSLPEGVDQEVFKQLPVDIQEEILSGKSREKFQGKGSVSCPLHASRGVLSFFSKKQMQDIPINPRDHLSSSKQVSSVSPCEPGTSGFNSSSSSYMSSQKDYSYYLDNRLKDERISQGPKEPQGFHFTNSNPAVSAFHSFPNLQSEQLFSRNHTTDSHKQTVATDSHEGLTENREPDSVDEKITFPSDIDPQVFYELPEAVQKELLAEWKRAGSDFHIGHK
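Fluorescent replication assay read twice, at 0 min and 10 min after adding 50 nM (final) substrate. Enzyme (10 nM) and compounds were first incubated 15 min at room temperature; enzyme-free buffer wells were negative controls.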
POLB inh: inhibitors of human DNA polymerase beta | P06746 | Pol beta primer extension/strand displacement, fluorescence kinetic | Potency, µM (top dose mostly 114 µM), inactives show at the top dose activity change, negative = inhibition, most hits filed as inhibitors | 1.3% of 340,000 active | AID 485314; note: potency is the fitted concentration of half-maximal effect; % is set by controls: 0 for no effect and ±100 for the full control effect
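Enzyme-only controls used 10 nM Pol beta; buffer lacking enzyme served as negative control. Compound preincubated 15 min, then 50 nM substrate added; 0 and 10 min reads at room temperature.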
Tb PGK inh: inhibitors of T. brucei phosphoglycerate kinase; P07378; PGK/GAPDH coupled, Kinase-Glo luminescence, 60 min; Potency, µM (highest dose often 57.5 µM), for the others: at the top dose activity change, negative = inhibition, most hits filed as inhibitors; 0.043% of 380,000 active; note: potency is the fitted concentration of half-maximal effect; % is set by controls: 0 for no effect and ±100 for the full control effect; nearly all actives have a fitted effect of over 60% in size
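Recombinant glycosomal PGK reaction used 1,3-bisphosphoglycerate generated in-well by GAPDH (100nM final) in 100mM TEA pH 7.6, 5mM MgCl2, 0.01% Tween-20. After 60 minutes at room temperature, ATP was read by Kinase-Glo Plus luminescence end-point.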
Apoferritin bind: binds horse apoferritin like a general anesthetic. P02791. apoferritin/1-aminoanthracene competitive binding, fluorescence. Potency, µM (series often up to 77.5 µM), inactives show top-dose activity change, negative = displacement, actives largely listed as inhibitors. 0.074% of 350,000 active. AID 485281; note: potency is the fitted concentration of half-maximal effect; % is set by controls: 0 for no effect and ±100 for the full control effect; nearly all actives have a fitted effect of over 20% in size
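10 uM apoferritin + 50% sat. 1-AMA, PBS; cpd 10 min RT; Ex380/Em535 endpoint; normalized to free probe vs complex; 4-param Hill fit; propofol titration as pos. ctrl.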
POLH inh: DNA polymerase eta (human) inhibition; Q9Y253; recombinant Pol eta, fluorescent DNA replication assay; AID 588591; Potency, µM (top dose mostly 114 µM), for the others: at the top dose activity change, negative = inhibition, actives largely listed as inhibitors; 1.2% of 390,000 active; note: potency is the fitted concentration of half-maximal effect; % is set by controls: 0 for no effect and ±100 for the full control effect
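Pol eta at 10 nM preincubated with compounds 15 min at room temperature; reaction started with fluorescent substrate (50 nM final) and read kinetically at 0 and 10 min.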
RXFP1 antagonist: antagonists of human relaxin receptor RXFP1; Q9HBX9; HEK293-RXFP1, relaxin-stimulated cAMP HTRF, 30 min; hits give low values; activity change, negative = inhibition, % at 57.5 µM; 0.59% of 350,000 active; AID 1259400;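 active = activity change of -60% or lower, but not beyond a set lower limit; inconclusive = change between -60% and -40%, or beyond the set limit; inactive = change above -40%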; note: % is set by controls: 0 for no effect and ±100 for the full control effect
APEX1 inh: APE1 (human) endonuclease inhibition | recombinant APE1, TAMRA/BHQ-2 abasic DNA cleavage fluorescence | P27695 | 0.35% of 350,000 active | Potency, µM (highest dose often 65.8 µM), inactives show at the top dose activity change, negative = inhibition, actives largely listed as inhibitors;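 note: potency is the fitted concentration of half-maximal effect; plate controls were vehicle for no effect and reference inhibitor for full effect; nearly all actives have a fitted effect of over 55% in size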
Target sequence (P27695 whole entry, looked up): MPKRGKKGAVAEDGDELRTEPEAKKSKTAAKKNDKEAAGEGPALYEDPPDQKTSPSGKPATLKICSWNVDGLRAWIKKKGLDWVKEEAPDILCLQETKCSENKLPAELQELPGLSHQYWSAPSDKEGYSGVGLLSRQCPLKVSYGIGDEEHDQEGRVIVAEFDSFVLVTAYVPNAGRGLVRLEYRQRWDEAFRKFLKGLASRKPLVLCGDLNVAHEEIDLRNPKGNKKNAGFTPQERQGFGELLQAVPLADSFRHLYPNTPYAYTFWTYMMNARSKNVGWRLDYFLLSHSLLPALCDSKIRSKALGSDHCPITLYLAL
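Quantitative HTS: incision of a TAMRA/BHQ-2 double-stranded substrate bearing a tetrahydrofuran abasic site by 0.75 nM APE1 raises fluorescence. Substrate 50 nM final, added after 15 min compound preincubation at room temperature; progress as third-minus-first kinetic read difference.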
Pol kappa inh: inhibitors of human DNA polymerase kappa; Potency, µM (top dose mostly 107 µM), for the others: at the top dose activity, negative = inhibition, actives largely listed as inhibitors; purified Pol kappa, fluorescent DNA synthesis assay, 10 min; Q9UBT6; 0.53% of 400,000 active; AID 588579; note: potency is the fitted concentration of half-maximal effect; % is set by controls: 0 for no effect and ±100 for the full control effect
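10 nM Pol kappa was preincubated with compounds for 15 min at room temperature. Reaction started with 50 nM (final) substrate. Fluorescence read kinetically at 0 and 10 min.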
BLM inh: inhibitors of human Bloom syndrome helicase BLM; P54132; recombinant BLM DNA unwinding, fluorescence dequenching; Potency, µM (highest dose often 56.1 µM), inactives show at the top dose activity change, negative = inhibition, actives largely listed as inhibitors; 0.2% of 350,000 active;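 note: potency is the fitted concentration of half-maximal effect; plate controls were vehicle for no effect and no enzyme for full effect; nearly all actives have a fitted effect of over 35% in size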
Numbers without * were called inactive; i = inactive; ? = inconclusive; . = no result given; & = joins results of further samples; [ ] = dose if it differs, or a comment. Unless noted, calls come from the whole dose curve; as a rule, active = well fitted curve in the direction sought with a large enough effect; inconclusive = small, poorly fitted or top-dose-only effect, or another doubt; inactive = no such curve, though single readings can be large; an effect the other way counts as inactive or inconclusive.

Second line of a record – POLI inh	POLB inh	Tb PGK inh	Apoferritin bind	POLH inh	RXFP1 antagonist	APEX1 inh	Pol kappa inh	BLM inh
> COc1ccc(S(=O)(=O)CCC(=O)N2CCN(c3ccc(C(C)=O)cc3)CC2)cc1
 : -17%	2%	-3%	-9%	-3%	4	9%	11%	5%
> COc1cccc(OC)c1C(=O)Nc1ccccc1Sc1ccccc1
 : 7%	.	2%	.	-22%	3	.	-1%	.
> Cn1nc(C(=O)NNC(=O)c2cccc(Cl)c2)ccc1=O
 : 16%	.	-3%	.	-4%	1	14%	-5%	.
> Cc1ccccc1-c1nc(CS(=O)(=O)CC(=O)Nc2cccc(C(F)(F)F)c2)c(C)o1
 : 6%	?	i	?	-17%	.	.	-23%	-14%
> COc1ccc(-c2nn(-c3ccccc3)cc2/C=C/C(=O)NCCCn2ccnc2)cc1OC
 : 151%[activator]	-1%	i	-13%	-5%	-6	-10%	-14%	-2%
> CCN(C(=O)c1cc([N+](=O)[O-])ccc1NCc1cccnc1)c1ccccc1
 : 20%	-24%	-3%	?	-14%	-5	33%	2%	-10%
> COC(=O)C1(C(F)(F)F)N=C2Sc3ccccc3N2C(N2CCOCC2)=N1 (stereo not given)
 : 79%[activator]	-4%	-6%	4%	-12%	-12	-6%	-5%	4%
> N=c1c2c3c(sc2ncn1CCN1CCOCC1)CCCC3
 : 4%	11%	-5%	-13%	2%	0	-6%	-4%	-8%
> COC1CCCN(C(=O)c2cccc(OC3CCN(S(=O)(=O)N(C)C)CC3)c2)C1 (stereo not given)
 : 3%	14%	i	2%	-5%	8	18%	-16%	1%
> C=C(C)c1cccc(C(C)(C)NC(=O)Nc2cc(C)ccc2OC)c1
 : 15%	19%	9%	-17%	0%	-5	-7%	-13%	-4%
> O=C(N/N=C/c1ccco1)c1ccc(NC(=O)c2ccc(Cl)cc2)cc1
 : -10%	-15%	i	3%	-6%	5	46%[activator]	-24%	-11%
> Cc1nn(C)c(Cl)c1C(=O)NCC(=O)Nc1ccc(C(C)C)cc1
 : -3%	5%	0%	-10%	-12%	0	11%	2%	-1%
> Cc1ccccc1OCC(=O)NNC(=O)C1CCN(c2ncnc3sc(C)c(C)c23)CC1
 : 18%	.	-14%	.	-12%	-68*	35%	-12%	.
> Cc1ccc(C2=NS(=O)(=O)N(C)C(C(=O)NCc3ccc(F)cc3)=C2)cc1
 : 35%[activator]	1%	-5%	?	-11%	-7	57%[activator]	-7%	-6%
> COc1ccc(C(=O)c2oc3ccccc3c2NC(=O)c2cc(=O)c3ccc(C)cc3o2)cc1Cl
 : -10%	3%	0%	45%[activator]	-6%	10	.	-23%	-14%
> CCOc1ccc(N=C2NC(=O)S/C2=C\c2ccc(Cl)cc2)cc1
 : ?	-38%	-11%	-9%	?	8	14%	-4%	-5%
> Cc1onc(-c2c(F)cccc2Cl)c1C(=O)OCC(=O)c1c[nH]c2ccccc12
 : ?	0%	-5%	6%	-11%	-12	?	1%	-15%
> Cc1noc(C)c1C(=O)OCC(=O)Nc1ncc(C(F)(F)F)cc1Cl
 : 28%	.	4%	.	-23%	3	48%	2%	.
> COC(=O)N1CCc2c(sc(NC(=O)C3COc4ccccc4O3)c2C(N)=O)C1 (stereo not given)
 : 42%[activator]	.	-4%	.	?	-5	-18%	-18%	.
> COc1ccc(CCNC(=O)Cn2cccc2C(=O)c2ccccc2C)cc1OC
 : 20%	-16%	i	-14%	-6%	-2	1%	-10%	2%
> CCOC(=O)c1c(NC(=O)c2ccc(S(=O)(=O)N3CCCC(C)C3)cc2)sc2c1CC(C)(C)NC2(C)C (stereo not given)
 : 10%	2%	3%	77%[activator]	3%	.	.	-9%[60.1 µM]	-8%
> O=C(c1cccc(S(=O)(=O)N2CCCC2)c1)c1cccc(S(=O)(=O)N2CCCC2)c1
 : 8%	-12%	8%	?	-4%	1	0%	-9%	-8%
> CCCCN(C(=O)c1cccc(S(=O)(=O)N(CC)c2ccccc2)c1)c1c(N)n(CCCC)c(=O)[nH]c1=O
 : 4%	.	7%	.	6%	-5	.	-16%	.
> O=C(NCc1ccc(F)cc1)c1cc2c(cc1Cl)N1CCCCCC1=NS2(=O)=O
 : -15%	.	3%	.	1%	-2	10%	-5%	.
> COc1ccc(C(=O)N2CCN(Cc3cc(OC)c(O)c(OC)c3)CC2)cc1OC
 : 4%	45%	-8%	1%	-5%	-18	-6%	-10%	0%
> CCC(C)c1ccc(NC(=O)C2=CC=CN3CCS(=O)(=O)N=C23)cc1 (stereo not given)
 : -16%	.	-8%	.	1%	-2	3%	-4%	.
> CCOc1ccc2nc(SCC(=O)Nc3ncccn3)[nH]c2c1
 : -4%	-7%	-3%	-12%	6%	.	19%	-18%	-4%
> COCCNC(=O)C1CC(c2ccc(C(F)(F)F)cc2)=NO1 (stereo not given)
 : 5%	.	-1%	.	-10%	.	.	14%	.
> O=C(Nc1ccc(Oc2ccccc2)cc1)c1cnc2n(c1=O)CCS2
 : 5%	1%	-1%	-8%	-6%	.	-3%	0%	-3%
> O=C(NNc1cccc(Cl)n1)Nc1ccc(Cl)cc1
 : 6%	11%	-11%	-6%	-10%	3	-6%	-15%	0%

Some of the entries so far, as tab-separated lines:
Molecule	POLI inh	POLB inh	Tb PGK inh	Apoferritin bind	POLH inh	RXFP1 antagonist	APEX1 inh	Pol kappa inh	BLM inh
O=C(Nc1ccc(Oc2ccccc2)cc1)c1cnc2n(c1=O)CCS2	5%	1%	-1%	-8%	-6%	.	-3%	0%	-3%
O=C(NNc1cccc(Cl)n1)Nc1ccc(Cl)cc1	6%	11%	-11%	-6%	-10%	3	-6%	-15%	0%

Next section.
Second line of a record – POLI inh	POLB inh	Tb PGK inh	Apoferritin bind	POLH inh	RXFP1 antagonist	APEX1 inh	Pol kappa inh	BLM inh
> N#Cc1ccc(-c2ccc(OCC3CNC(=O)O3)cc2)cc1 (stereo not given)
 : 150%[activator]	-22%	0%	152%[activator]	-29%	0	42%	-1%	-23%
> COc1ccc2c(c1)c1c(c(=O)n(-c3ccccc3C)c(=O)n1CC(=O)N1CCCC1)n2C
 : -17%	-3%	1%	62%[activator]	-14%	.	.	2%	-2%
> O=C(CCNS(=O)(=O)c1ccc2c(c1)CCN2C(=O)C1CC1)N1CCN(c2cccc(Cl)c2)CC1
 : -9%	16%	-3%	295%[activator]	-9%	.	.	-7%[60.1 µM]	-12%
> COc1ccc(CNC(=O)C2CCN(S(=O)(=O)c3cccc4nsnc34)CC2)cc1
 : 23%	28%	i	-13%	-15%	1	-10%	8%	2%
> COC(=O)c1ccc(CN(C)S(=O)(=O)c2ccc(C)cc2)o1
 : 8%	4%	.	-14%	-7%	36	2%	-6%	-1%
> COc1ccccc1N1CCN(C(CNC(=O)C2CCCCC2)c2cccnc2)CC1 (stereo not given)
 : -25%	-2%	-9%	-12%	-7%	3	2%	3%	-1%
> CC#CC[N+](C)(C)CCCCCC
 : 33%[activator]	26%	-6%	-14%	-22%	-7	5%	-4%	8%
> CCC(=O)NC(c1ccco1)c1cc(Cl)c2cccnc2c1OC (stereo not given)
 : 9%	.	4%	.	-9%	.	-10%&-11%	15%	.
> Cn1c(=O)c2c(nc(CN3CCN(Cc4ccccc4)CC3)n2Cc2ccccc2)n(C)c1=O
 : .	-10%	.	-14%	.	.	-2%	.	1%
> COc1ccc(NC(=O)c2cc(Br)ccc2Cl)c([N+](=O)[O-])c1
 : 87%[activator]	5%	i	-14%	-7%	-1	-1%	-7%	-4%
> COc1cc2oc(=O)c(CC(=O)N3CCCCC3)c(C)c2cc1Cl
 : 12%	8%	-8%	-9%	-11%	3	.	9%	3%
> O=C(NCCN1CCOCC1)C1CCC(=O)N1C1CCCCC1 (stereo not given)
 : 20%	28%	.	-5%	-3%	-9	7%	4%	-4%
> CCC(C)c1ccc(O)c(NC(=O)c2cncc(Br)c2)c1 (stereo not given)
 : ?	-17%	.	-8%	-13%	-6	-5%	-8%	-6%
> O=C(N/N=C/c1ccc(OCc2cnc(Cl)s2)cc1)c1ccncc1
 : 20%	-1%	i	-14%	-16%	-6	0%	0%	1%
> CC1CN(c2ccc([N+](=O)[O-])cn2)CC(C)O1 (stereo not given)
 : 54%[activator]	-9%	-2%	-8%	0%	-25	4%	1%	-2%
> N#Cc1c(NC(=O)CSc2n[nH]c(N)n2)oc(-c2ccccc2)c1-c1ccccc1
 : 4%	-21%	-4%	-10%	-14%	-20	-5%	-17%	-13%
> Cc1ccc(C(=O)OCC(=O)N2c3ccccc3NC(=O)C2(C)C)cc1S(=O)(=O)N1CCCCC1
 : ?	.	2%	.	?	-15	-29%	-43%	.
> Cc1cc(C)nc(NC(=O)/C=C/c2ccc(Cl)cc2)n1
 : 14%	5%	-5%	-3%	-16%	-7	3%	11%	-3%
> COc1ccc(N2CCN(CC(O)c3c[nH]c4ccc(OC)cc34)CC2C)cc1 (stereo not given)
 : 14%	10%	i	-6%	-7%	1	3%	-12%	-3%
> CC1(C)SC2c3ccccc3C(=O)N2C1C(=O)O (stereo not given)
 : 8%	.	3%	.	-7%	-5	.	-11%	.
> CCC(=O)N(C)C(c1ccccc1Cl)c1nnnn1-c1c(C)cccc1C (stereo not given)
 : 2%	14%	-5%	-2%	-2%	10	17%	-7%	0%
> Cc1ccc2c(Cl)c(C(=O)NCc3cccnc3)sc2c1
 : 18%	3%	2%	-18%	-23%	13	-8%	-1%	2%
> COc1ccc(CC(=O)NNC(=O)CSc2nnc(C)n2-c2ccccc2)cc1
 : 200%[activator]	55%	i	-2%	-17%	4	1%	-6%	-1%
> COc1c(Cl)cccc1-c1cn2ccc(C)cc2n1
 : 43%[activator]	-1%	-6%	-4%	?	-17	-2%	-5%	2%
> N#Cc1cccc(NC(=O)C2CCN(c3nc(-c4ccc(Cl)cc4)no3)CC2)c1
 : -7%	8%	-5%	-2%	-11%	-24	.	1%[60.1 µM]	1%
> CC(NC(=O)c1ccccc1)C(=O)OCC(=O)c1c(N)n(C)c(=O)n(C)c1=O (stereo not given)
 : 39%[activator]	.	-9%	.	-25%	5	-7%	-6%	.
> CCc1nnc(NC(=O)c2cccc(S(=O)(=O)N(C)c3ccccc3)c2)s1
 : 3%	-4%	-5%	-10%	13%	7	13%	-11%	6%

Only part of the results is shown; rates above refer to the full screens.
